TRPM1 prom inh – inhibitors of MITF-driven TRPM1 promoter in melanoma cells; SK-MEL-5 TRPM1 promoter luciferase, 24 h; inhibition, % at 12.5 µM; 330,000 compounds, 0.83% hits; AID 488899;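 active = mean inhibition across replicates of 60% or more, whatever share of single replicates reaches that level; inconclusive = some that reach 60%, reason not given; inactive = mean inhibition across replicates below 60%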; note: values of inactives mirror those of a sister screen read the other way
PDI turbidity – blocks human protein disulfide isomerase activity; PDI insulin aggregation turbidity, A650, 90 min; AID 588391; 350,000 compounds, 0.052% hits; inhibition, % at 10 µM;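 active = mean inhibition across replicates of 30% or more, whatever share of single replicates reach that level; inconclusive = mean inhibition below 30% while every single replicate reaches 30%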;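 note: absorbance from insulin aggregation driven by PDI reduction with DTT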
Target sequence (P07237 whole entry, looked up): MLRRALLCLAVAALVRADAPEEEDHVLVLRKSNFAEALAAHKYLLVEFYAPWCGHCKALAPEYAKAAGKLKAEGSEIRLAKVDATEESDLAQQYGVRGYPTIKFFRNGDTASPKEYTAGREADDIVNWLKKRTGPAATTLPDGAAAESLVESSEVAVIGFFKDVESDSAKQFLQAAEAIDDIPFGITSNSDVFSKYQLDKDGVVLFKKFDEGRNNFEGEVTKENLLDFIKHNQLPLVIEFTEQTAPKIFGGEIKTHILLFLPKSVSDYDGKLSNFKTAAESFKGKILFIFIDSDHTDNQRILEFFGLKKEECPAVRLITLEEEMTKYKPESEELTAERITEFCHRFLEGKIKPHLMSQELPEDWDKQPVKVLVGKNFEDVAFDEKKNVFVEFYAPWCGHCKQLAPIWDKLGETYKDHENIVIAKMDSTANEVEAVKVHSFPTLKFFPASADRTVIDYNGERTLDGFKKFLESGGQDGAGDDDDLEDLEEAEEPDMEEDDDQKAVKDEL
NR2E3 ag-1 – activates human photoreceptor nuclear receptor NR2E3; Q9Y5X4; GST-NR2E3/biotin-RetCOR TR-FRET, 1536-well; inhibition of corepressor binding, % at 4.78 µM; 320,000 compounds, 0.12% hits; AID 2300;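 active = percent inhibition above the cutoff of mean plus 3 SD of all tested compounds, set per screening campaign, cut at about 20% in these data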;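 note: 0% = DMSO wells and 100% = biotin wells as full block of FRET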
Target sequence (Q9Y5X4 whole entry, looked up): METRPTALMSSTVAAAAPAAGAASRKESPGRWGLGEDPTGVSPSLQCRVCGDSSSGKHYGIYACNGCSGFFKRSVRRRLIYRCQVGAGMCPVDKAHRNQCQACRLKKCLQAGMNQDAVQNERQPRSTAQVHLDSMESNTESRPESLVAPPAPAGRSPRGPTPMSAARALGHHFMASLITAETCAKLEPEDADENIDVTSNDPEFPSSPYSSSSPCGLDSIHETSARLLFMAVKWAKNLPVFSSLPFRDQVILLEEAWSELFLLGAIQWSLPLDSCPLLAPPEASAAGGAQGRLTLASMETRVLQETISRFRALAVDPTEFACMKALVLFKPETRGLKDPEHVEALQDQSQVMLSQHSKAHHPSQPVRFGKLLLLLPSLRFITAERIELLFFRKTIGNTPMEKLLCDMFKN
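Material: NR2E3–RetCOR corepressor complex | Quantity: 1.35 nM GST-tagged NR2E3 final | Schedule: 5 h at 4 °C | Replication: Singlicate compound wells | Reagent: RetCOR corepressor, biotinylated, 7 nM | Controls: Biotin wells as high control, 0.6% DMSO wells as low control | Signal: TR-FRET, Eu(K)-anti-GST donor, streptavidin-D2 acceptor, ex 340, em 617/671 nm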
CaV13 FRET inh – Disruptors of the CACNA1D IQ motif to Ca2+-dependent inactivation inhibitor domain association, primary screening, Förster resonance energy transfer in intact living …. HEK cells, CFP/YFP FRET ICDI-IQ, plate reader, 10 min; percent FRET-ratio fall versus neutral wells. inhibition, % at 12.3 µM. 340,000 compounds, 0.098% hits;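 active = mean replicate inhibition of at least 30% and at least 1% of replicates passing that level; inconclusive = only one of the two criteria is met; inactive = neither criterion is met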;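 note: 0% = median of the neutral control wells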
NR2E3 ag-2 – activates human NR2E3 receptor. AID 602229. CHO-S Gal4-NCOR/VP16-NR2E3 two-hybrid, luciferase. inhibition of corepressor binding, % at 3.98 µM. Q9Y5X4. 360,000 compounds, 0.35% hits;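 active = inhibition above the mean of all tested compounds plus 3 SD, cut at about 70% in these data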;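 note: 0% = DMSO with NR2E3 transfected cells and 100% = cells lacking NR2E3 construct; higher means lower luciferase signal from less NR2E3 corepressor binding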
KKLEB tox – CF airway cell cytotoxicity counter-screen. KKLEB CF airway cells viability, ATPlite luminescence, overnight; active compounds read low; cells stimulated with P. aeruginosa culture filtrate. activity change (cytotoxicity), % at 5 µM. 360,000 compounds, 0.36% hits;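 active = corrected activity change at or below -50% at 5 µM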
HIF-2a inh – inhibitors of HIF-2a. 786-0 RCC cells HIF-2a reporter, luciferase luminescence, overnight. inhibition, % at 18.8 µM. 360,000 compounds, 0.72% hits. AID 624352;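 active = inhibition of the luminescence signal of 40% or more relative to plate controls, in a single-dose primary screen at 18.75 µM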
Peg3 prom inh – Peg3 promoter activity inhibition; 360,000 compounds, 1.7% hits; inhibition, % at 20 µM; HeLa PEG-Prom luciferase reporter, luminescence, overnight;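 active = inhibition of at least 50% at 20 µM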
Shn3 inh set2 – reduces Shn3 3'UTR luciferase signal in osteoblasts | AID 588674 | 360,000 compounds, 0.52% hits | Clone20 osteoblast Shn3 3'UTR firefly luciferase, 24 h | inhibition, % at 12.5 µM;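 active = mean inhibition of at least 75% with every replicate also reaching 75%; inconclusive = mean inhibition at least 75% but some replicate below; inactive = mean inhibition below 75%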;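 note: 0% = median of neutral control wells and 100% = pilot-screen positive control compound; some compounds past the cut are filed as inactive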
Vif imaging – inhibitors of HIV Vif | HEK293T cells, Vif self-association by quenched fluorescence, imaging, 24 h | inhibition, % at 7.49 µM | 340,000 compounds, 0.35% hits | AID 602346; in the data active = inhibition above about 50%, passing the limit was not always enough; inconclusive = no clear call, values can overlap the other calls; inactive = below about 31%; note: some results filed as inactive read as strong as hits
CF NFkB inh – blocks PAF-induced NF-kB reporter in cystic fibrosis cells | 360,000 compounds, 0.86% hits | AID 588850 | inhibition, % at 5 µM | KKLEB NF-kB-GFP reporter, GFP fluorescence overnight;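 active = at least 50% inhibition at 5 µM, scaled per plate between neutral and stimulator controls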;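 note: PAF is a Pseudomonas aeruginosa culture filtrate used as stimulus; plate controls were PAF-stimulated DMSO wells for no effect and unstimulated DMSO wells for full effect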
* = called active by the depositor; u = inconclusive; x = not tested or not shown.

SMILES	TRPM1 prom inh	PDI turbidity	NR2E3 ag-1	CaV13 FRET inh	NR2E3 ag-2	KKLEB tox	HIF-2a inh	Peg3 prom inh	Shn3 inh set2	Vif imaging	CF NFkB inh
COc1cc([N+](=O)[O-])cc(/C=N/NC(=O)C(C)Nc2ccccc2C)c1O (configuration not stated)	12	6	-4	-14	-15	0	6	9	8	6	21
CN1c2ccccc2N(C)C1(C)c1ccccc1	17	2	0	-22	0	-5	-1	-7	80	-1	7
C=CCNC(=O)COC(=O)c1cccnc1Nc1ccccc1F	6	-4	0	2	10	-10	-26	-24	-11	-4	-10
O=C(Cc1ccc(Cl)cc1)NCCc1c[nH]c2ccccc12	6	7	1	-21	18	-5	1	5	1	3	14
CCN(Cc1ccccc1)C(=O)c1ccccc1C	5	1	3	-9	10	2	22	15	-1	9	18
COc1ccc(C2/C(=C(/O)c3ccc(C)cc3)C(=O)C(=O)N2c2ccccn2)cc1OC (configuration not stated)	-19	3	1	-3	-23	-6	6	-3	2	1	0
CC(C)(C)c1ccc(C(=O)N/N=C/c2ccc(OCCCF)cc2)cc1	13	19	0	2	13	14	23	8	6	-6	6
O=C(c1ccc(Br)cc1)c1cc2ccc(O)cc2oc1=O	-7	3	1	3	-31	7	-65	-69	-12	-1	15
COc1cc(CCC(=O)NNC(=O)c2ccc(C)cc2)cc(OC)c1OC	14	-2	2	-5	-9	12	20	-12	17	3	-18
CCCC(=O)Nc1ccc(Cl)c(NC(=S)NC(=O)c2cc3ccccc3o2)c1	-7	-4	-1	-5	3	0	0	-23	12	-1	-11
Cc1ccc(-n2c(-c3cnccn3)n[nH]c2=S)cc1	9	2	4	-8	-11	-2	11	10	-3	-4	-2
CCCCCNC(=O)C1CCC(Cn2c(=S)[nH]c3ccccc3c2=O)CC1 (configuration not stated)	9	-3	6	-7	-3	-1	3	11	-2	-1	-43
CC(C)NC(=O)C1CCN(Cc2cccc(OCc3ccccc3)c2)CC1	x	2	x	-5	10	11	15	16	-4	-2	-11
CN(N)c1nc(-c2ccccc2)cc(-c2ccccc2)n1	0	-8	1	1	-19	-4	14	10	-33	-11	20
Cc1ccsc1C(=O)NCC(C)(C)N1CCOCC1	4	1	2	-5	5	5	8	-2	2	u	-1
COC(=O)c1c(C)[nH]c(C(=O)/C=C/c2ccc(Cl)cc2)c1C	-9	-5	3	-7	-44	1	-151	-126	-14	-4	3
C/C(=C\c1ccccc1)C(=O)c1c(C)cc(C)[nH]c1=O	3	1	-3	-5	15	9	8	11	20	1	4
COc1cccc(-c2n[nH]nc2C2=CC(=O)CC(C)(C)C2)c1	x	-8	x	-4	-20	5	4	17	-40	-1	12
Cc1ccn(CC(=O)O)c(=O)c1	6	-5	-4	-5	-3	-1	13	-13	-11	-6	-4
Cc1cc(OCCCC(=O)NCCN2C(=O)S/C(=C\c3cccnc3)C2=O)ccc1Cl	3	-1	2	7	12	-42	16	6	49	x	15
COc1ccc(NC(=O)c2ccc(-c3c(C)noc3C)c3ccoc23)cn1	x	5	x	-5	-2	2	-176	-48	-22	4	-33
Cc1ccccc1CNC(=O)CN(c1cccc([N+](=O)[O-])c1)S(C)(=O)=O	-1	1	2	-4	16	-8	4	15	4	31	22
CCN(CC)CC(=O)NCC1(c2ccccc2)CCCC1	-1	-1	0	-2	12	3	10	19	9	-1	4
CCOC(=O)N1CCc2c(sc(NC(=O)CN3CCN(C)CC3)c2C(=O)Nc2ccccc2)C1	0	0	-4	0	8	-9	7	0	-1	-2	-16
Cc1ccc(CNC(=O)CN(c2ccc(C(C)C)cc2)S(=O)(=O)c2c(C)noc2C)cc1	10	2	-3	-17	5	-6	4	-3	20	-6	7
Nc1nc2ccccc2cc1S(=O)(=O)c1ccccc1	7	2	2	-7	8	2	14	37	-1	14	-9
COc1cc(OC)cc(C(=O)Nc2cc(-c3cn4cccnc4n3)ccc2C)c1	0	-1	-1	-6	-3	-4	-6	4	-34	-2	-5
Cc1cccc(Nc2nn3c(=O)c4ccccc4nc3s2)c1	-38	-2	-2	-6	-94	4	-268	-85	-79	-1	-24
Cn1c2ccccc2c(=O)c2ccc(-c3ccc4c(c3)OCO4)cc21	-78	-1	-13	-5	-110	-12	-262	-217	-67	-3	-51
CCC(=O)N1CCc2cc(S(=O)(=O)CCC(=O)NCCc3ccc(S(N)(=O)=O)cc3)ccc21	11	-5	4	-4	-26	-10	6	-2	11	-3	14
CCOc1ccc(S(=O)(=O)NCCC(=O)N(C)CC(=O)Nc2ccc(OC)cc2)cc1	3	0	5	-4	-5	1	10	4	3	x	-3
FC(F)Oc1ccccc1NC(=S)NCCc1ccccc1	-4	1	-4	-6	-1	7	0	13	-13	0	-7
COc1ccc(Cl)cc1-c1nc(SCC(=O)N(C)CCC#N)n[nH]1	2	4	-3	-4	-10	-6	4	-4	-2	-6	14
COc1cc(/C=N/NC(N)=S)ccc1OCc1ccc(C)cc1	-8	1	3	-7	-38	-15	-97	-95	19	0	34
O=C(c1ccc(OC2CCN(C/C=C/c3ccccc3)CC2)cc1)N1CCCCC1	-6	-4	-1	-6	-16	-11	19	19	-41	-2	-18
O=C(c1cc2cc(F)ccc2[nH]1)N1CCN(c2cccc(Cl)c2)CC1	15	-3	0	-1	24	-4	22	23	-19	-1	6
O=C(c1ccccc1)N1N=C(c2ccccc2O)CC1c1ccc(Br)cc1 (configuration not stated)	14	-10	-1	-12	-21	7	16	13	1	-2	2
CC1=NN(c2ccccc2)C(=O)C1C(=O)C(=O)Nc1ccc(F)cc1 (configuration not stated)	-79	7	3	4	-47	-2	-274	-276	-32	2	-4
O=C(Nc1nc(-c2ccccc2)cs1)c1cccc([N+](=O)[O-])c1	-23	-4	0	-3	-41	24	-281	-164	17	-18	-65
O=C(NCC1CCCO1)/C(=C\c1ccc(Cl)cc1)NC(=O)c1ccccc1 (configuration not stated)	7	3	6	-5	-6	4	4	0	-3	6	-10
Cc1ccc(Cn2c(SCCN3CCCCC3)nc3c2c(=O)[nH]c(=O)n3C)cc1	x	x	-3	u	-8	0	11	2	-4	13	-9
Cc1cccc(-n2c(N)c(C(=O)N3CCN(C)CC3)sc2=S)c1	1	11	1	-5	6	5	3	12	-1	-6	-3
CN(CC(=O)Nc1ccc(Cl)cc1)C(=O)CCc1ccccc1	-1	3	4	-4	-30	3	13	0	-8	40	-7
CCCCNC(=O)C1(C)CCCCCN1Cc1cccc2c(OC)cc(C(=O)OCC)cc12 (configuration not stated)	x	-3	x	-4	16	-29	-1	18	10	x	38
CCCC(=O)N1CC2(C)CN(C(=O)CCC)CC(CCC)(C1)C2=O	0	16	-1	x	-14	1	23	-6	6	2	8
CC[C@@H]1C=C(C(=O)O)[C@H](c2ccc3c(c2)OCO3)N1S(=O)(=O)c1ccc(C)cc1	11	-3	x	-6	-9	-7	12	5	-16	1	11
Cc1ccnc(NC(=O)COC(=O)C2COc3ccccc3O2)n1 (configuration not stated)	-1	-5	5	-4	-6	-8	10	-6	-15	-12	4
Cc1c(CN2CC[C@@H](N3CCN(c4ccccn4)CC3)[C@H](O)C2)[nH]c2ccc(F)cc12	11	4	3	-4	-4	-5	6	-2	10	2	-7
O=C(NCC1CCCN1S(=O)(=O)c1cccs1)c1ccccc1F (configuration not stated)	-5	-7	1	-5	4	-7	5	-5	-2	-7	14
CCc1ccc(NC(=O)Nc2cccc(OC)c2)cc1	-51	-6	0	-17	-89	3	-252	-323	-31	7	4
O=C(NCc1ccccc1)c1ccc(=O)[nH]n1	-1	-2	0	-4	18	4	14	15	0	-5	3
CC(=O)c1c(C)nc2ccc(Cl)cn12	0	17	1	-4	11	1	15	-13	-5	1	1
CCC(=O)N1CCc2cc(S(=O)(=O)CCC(=O)Nc3ccc(F)c(F)c3)ccc21	-4	3	0	-2	-10	12	13	19	3	4	-20
CCC(c1nc2ccccc2c(=O)n1CCCn1ccnc1)N1C(=O)c2ccccc2C1=O (configuration not stated)	-13	-5	0	-6	-11	-14	14	40	-4	7	26
COc1cccc(CN2CCNC(=O)C2CC(=O)N(C)CCC2CCOCC2)c1OC (configuration not stated)	-1	2	-1	-6	-1	3	8	2	-14	-4	6

Given with bars between the fields: 9 of the compounds above.
Molecule | TRPM1 prom inh | PDI turbidity | NR2E3 ag-1 | CaV13 FRET inh | NR2E3 ag-2 | KKLEB tox | HIF-2a inh | Peg3 prom inh | Shn3 inh set2 | Vif imaging | CF NFkB inh
Cc1ccc(Cn2c(SCCN3CCCCC3)nc3c2c(=O)[nH]c(=O)n3C)cc1 | x | x | -3 | u | -8 | 0 | 11 | 2 | -4 | 13 | -9
Cc1cccc(-n2c(N)c(C(=O)N3CCN(C)CC3)sc2=S)c1 | 1 | 11 | 1 | -5 | 6 | 5 | 3 | 12 | -1 | -6 | -3
CN(CC(=O)Nc1ccc(Cl)cc1)C(=O)CCc1ccccc1 | -1 | 3 | 4 | -4 | -30 | 3 | 13 | 0 | -8 | 40 | -7
CCCCNC(=O)C1(C)CCCCCN1Cc1cccc2c(OC)cc(C(=O)OCC)cc12 (configuration not stated) | x | -3 | x | -4 | 16 | -29 | -1 | 18 | 10 | x | 38
CCCC(=O)N1CC2(C)CN(C(=O)CCC)CC(CCC)(C1)C2=O | 0 | 16 | -1 | x | -14 | 1 | 23 | -6 | 6 | 2 | 8
CC[C@@H]1C=C(C(=O)O)[C@H](c2ccc3c(c2)OCO3)N1S(=O)(=O)c1ccc(C)cc1 | 11 | -3 | x | -6 | -9 | -7 | 12 | 5 | -16 | 1 | 11
Cc1ccnc(NC(=O)COC(=O)C2COc3ccccc3O2)n1 (configuration not stated) | -1 | -5 | 5 | -4 | -6 | -8 | 10 | -6 | -15 | -12 | 4
Cc1c(CN2CC[C@@H](N3CCN(c4ccccn4)CC3)[C@H](O)C2)[nH]c2ccc(F)cc12 | 11 | 4 | 3 | -4 | -4 | -5 | 6 | -2 | 10 | 2 | -7
O=C(NCC1CCCN1S(=O)(=O)c1cccs1)c1ccccc1F (configuration not stated) | -5 | -7 | 1 | -5 | 4 | -7 | 5 | -5 | -2 | -7 | 14

Compound activity deposited in PubChem BioAssay by several laboratories.
